Assay outcomes from PubChem BioAssay.
FLuc counter = counter-screen for miR-21 project: firefly luciferase inhibitors or activators; Potency, µM (highest dose often 57.5 µM), without a hit: top-dose activity change, negative = inhibition, most hits filed as inhibitors; AID 588342; purified FLuc, Km substrates, luminescence inhibition; 360,000 tested, 6.9% active; P08659;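 also: potency is read from the fitted curve at half-maximal effect; plate controls were vehicle for no effect and reference inhibitor for full effect; nearly all actives have a fitted effect of over 55% in size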
Target sequence (P08659 whole entry, looked up): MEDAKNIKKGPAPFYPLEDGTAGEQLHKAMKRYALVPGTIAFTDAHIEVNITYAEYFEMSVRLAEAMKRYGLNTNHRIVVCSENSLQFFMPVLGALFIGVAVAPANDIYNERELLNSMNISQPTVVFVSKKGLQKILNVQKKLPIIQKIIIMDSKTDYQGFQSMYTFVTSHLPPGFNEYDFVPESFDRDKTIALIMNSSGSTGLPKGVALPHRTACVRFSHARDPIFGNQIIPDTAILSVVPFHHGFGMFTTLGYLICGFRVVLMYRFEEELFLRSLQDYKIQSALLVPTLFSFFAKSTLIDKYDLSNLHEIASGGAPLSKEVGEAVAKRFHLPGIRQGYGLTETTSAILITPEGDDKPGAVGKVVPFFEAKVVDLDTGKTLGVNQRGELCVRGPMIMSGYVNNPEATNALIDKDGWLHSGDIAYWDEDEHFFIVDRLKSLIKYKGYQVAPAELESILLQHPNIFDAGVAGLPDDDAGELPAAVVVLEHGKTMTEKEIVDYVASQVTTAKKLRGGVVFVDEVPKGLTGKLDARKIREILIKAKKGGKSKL
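Purified P. pyralis luciferase (10nM final) with 10uM D-luciferin and 10uM ATP (Km levels) in 50mM Tris acetate pH 7.5, 10mM Mg acetate, 0.01% Tween-20, 0.05% BSA; qHTS 6-point titration, ~60 µM downward; luminescence read.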
TRPV1 agonist = human TRPV1 agonism; activation, % at 8.33 µM; 320,000 tested, 0.19% active; TRPV1-expressing cells, Fluo-8 calcium influx, agonist mode; AID 540275; in the data active = activation above about 80%; inconclusive = between about 30% and that limit; also: 0% is about no effect
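Fluo-8 calcium influx in TRPV1-expressing cells, kinetic read (ex 480/em 520 nm). Compound added and read 3 min for agonist activity, followed by capsaicin at EC20 final and 2 min further read for enhancement.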
NPC1 promoter act = activators of NPC1 promoter; Huh7 NPC1 promoter luciferase reporter, 24 h; 320,000 tested, 2.4% active; Potency, µM (doses to about 9.22 µM), without a hit: at the top dose activation, hits mostly activators;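 also: potency is read from the fitted curve at half-maximal effect; % of control where 0% means no effect; nearly all actives have a fitted effect of over 60% in size; reporter is driven by a mutant NPC1 promoter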
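Compounds in DMSO were transferred onto Huh7 NPC1-luciferase reporter cells pre-incubated 2 h; after 24 h at 37 °C, Amplite reagent was dispensed and luminescence recorded 10 min later.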
Gal4-VP16 FLuc = counter-screen for ROR gamma inhibitors: Gal4-VP16 reporter; Drosophila S2 Gal4-VP16 UAS-luciferase, luminescence, 20 h; Potency, µM (highest dose often 53.6 µM), for the others: at the top dose activity, negative = inhibition, hits mostly inhibitors; 310,000 tested, 3.5% active; AID 2546;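 also: Gal4-VP16 expression switched on by copper sulfate through the metallothionein promoter; potency is read from the fitted curve at half-maximal effect; % is scaled to controls: 0 for no effect and ±100 for the full control effect; nearly all actives have a fitted effect of over 50% in size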
ELG1 genotoxic = genotoxicity induction in ELG1-luciferase HEK293T cells | Potency, µM (series often up to 46 µM), without a hit: top-dose activity change, positive = activation, hits mostly activators | HEK293T ELG1-luciferase reporter, luminescence, 16 h | AID 504466 | 330,000 tested, 1.3% active; also: potency is read from the fitted curve at half-maximal effect; % of control where 0% means no effect; nearly all actives have a fitted effect of over 60% in size
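Cells (2,000/well) expressing the ELG1-luciferase fusion are dosed by pin tool and kept 16 hr at 37 °C, 5% CO2. Signal comes from ONE-Glo luciferase reagent after 30 min at room temperature.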
RORg inh = blocks mouse ROR gamma transcriptional activity; P51450; Drosophila S2 Gal4-RORgamma UAS-luciferase reporter, 20 h; Potency, µM (titrated, usually from 53.6 µM), for the others: top-dose activity change, negative = inhibition, most hits filed as inhibitors; 310,000 tested, 5.4% active; AID 2551; also: potency is read from the fitted curve at half-maximal effect; % is scaled to controls: 0 for no effect and ±100 for the full control effect; nearly all actives have a fitted effect of over 60% in size
Target sequence (P51450 whole entry, looked up, the tested form may be a part): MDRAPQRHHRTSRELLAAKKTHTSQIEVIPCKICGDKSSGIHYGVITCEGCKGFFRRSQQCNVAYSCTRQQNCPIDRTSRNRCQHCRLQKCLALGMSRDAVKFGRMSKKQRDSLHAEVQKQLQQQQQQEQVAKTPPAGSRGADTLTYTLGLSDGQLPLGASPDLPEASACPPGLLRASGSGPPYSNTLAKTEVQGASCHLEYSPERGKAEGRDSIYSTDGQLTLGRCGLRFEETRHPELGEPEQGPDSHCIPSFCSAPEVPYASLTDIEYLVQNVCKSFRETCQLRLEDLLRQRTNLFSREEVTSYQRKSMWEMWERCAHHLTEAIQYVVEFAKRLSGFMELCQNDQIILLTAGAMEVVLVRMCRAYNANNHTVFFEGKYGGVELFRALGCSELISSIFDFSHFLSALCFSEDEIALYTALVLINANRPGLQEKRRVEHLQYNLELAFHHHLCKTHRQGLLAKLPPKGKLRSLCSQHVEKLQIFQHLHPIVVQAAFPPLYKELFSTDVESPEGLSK
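Stable Schneider cell line, Gal4 DNA-binding domain fused to ROR gamma, UAS-luciferase. Cmpd 1 hr RT → CuSO4 700 uM final → 20 hr RT → luciferase reagent 10 min → luminescence.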
Rab9 promoter act = activates the Rab9 promoter. Huh7 Rab9 promoter-luciferase reporter, luminescence, 24 h. Potency, µM (highest dose often 9.22 µM), for the others: at the highest dose activation, negative = inhibition, hits mostly activators. 320,000 tested, 2.8% active; also: potency is read from the fitted curve at half-maximal effect; % of control where 0% means no effect; nearly all actives have a fitted effect of over 60% in size
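Promoter activation is measured as luciferase luminescence in Huh7 cells stably transfected with a Rab9 promoter–luciferase construct, following 24 h compound exposure at 37 °C and 10 min reagent incubation at ambient temperature.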
Tb PFK inh = inhibitors of T. brucei phosphofructokinase; T. brucei PFK, ADP-Glo luminescence; O15648; Potency, µM (highest dose often 57.5 µM), without a hit: at the top dose activity, negative = inhibition, usual class: inhibitors; 330,000 tested, 0.17% active;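 also: potency is read from the fitted curve at half-maximal effect; 0% = uninhibited 1x PFK enzyme wells and -100% = no-enzyme wells; nearly all actives have a fitted effect of over 60% in size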
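Activity is normalized to no-enzyme wells (full inhibition) and 1.25 nM enzyme wells (no inhibition). Reaction: 0.5 mM F6P, 0.1 mM ATP, 45 min RT, ADP-Glo luminescence; concentration-response curves fitted and classed by quality.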
ELG1 DNA repair = ELG1-dependent DNA repair inhibition | 330,000 tested, 2.3% active | Potency, µM (titrated, usually from 46.1 µM), inactives show at the top dose activity change, negative = inhibition, usual class: inhibitors | HEK293T ELG1-luciferase reporter, luminescence, 16 h; DNA damage induced by 5-fluorouridine; also: potency is read from the fitted curve at half-maximal effect; % is scaled to controls: 0 for no effect and ±100 for the full control effect; nearly all actives have a fitted effect of over 55% in size
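Luminescence from the luciferase reporter, measured 30 min after ONE-Glo reagent at room temperature, was the read-out. Beforehand, 2,000 cells per well were exposed for 16 hr at 37 °C to 5-fluorouridine together with compound or vehicle.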
p53 reactivation = restores transcriptional activity of mutant p53; H1299 p53-A138V BP100-luciferase reporter, luminescence, 24 h; AID 504706; 320,000 tested, 0.063% active; Potency, µM (top dose mostly 92.2 µM), without a hit: at the top dose activity change, positive = activation, usual class: activators; also: potency is read from the fitted curve at half-maximal effect; % of control where 0% means no effect; nearly all actives have a fitted effect of over 45% in size
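H1299 (p53-null), stable ts p53-A138V + BP100-Luc; 1000 cells/well, Opti-MEM/10% FBS; cpd 4 pt, 1:5; 24 h, 37 deg C, 5% CO2; detection reagent 10 min RT; luminescence.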
BRCA1 expr act = activators of BRCA1 expression | 380,000 tested, 1.1% active | MCF7-BRCA1-FFLuc reporter, luminescence, 48 h; response scale: scaled: vehicle 0%, 10 µM genistein 100% | Potency, µM (top dose mostly 46.1 µM), without a hit: at the highest dose activation, most hits filed as activators | AID 624202; also: potency is read from the fitted curve at half-maximal effect; nearly all actives have a fitted effect of over 80% in size; some results filed as inactive show a strong effect at the top dose
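Activators of BRCA1 expression were detected as increased firefly luciferase luminescence in engineered MCF7 cells after 48 h compound incubation. Signals were scaled to genistein 10 microM as full activation.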
* marks the source's active call; other numbers are inactive results; ? = inconclusive; . = not tested or not shown; [ ] = another dose, or the depositor's remark. Unless noted, calls follow the shape of the dose curve; as a rule, active = well fitted curve in the direction sought with a large enough effect; inconclusive = small, poorly fitted or top-dose-only effect, or another doubt; inactive = no such curve, though single readings can be large; an effect the other way counts as inactive or inconclusive.

SMILES	FLuc counter	TRPV1 agonist	NPC1 promoter act	Gal4-VP16 FLuc	ELG1 genotoxic	RORg inh	Rab9 promoter act	Tb PFK inh	ELG1 DNA repair	p53 reactivation	BRCA1 expr act
COc1ccc(-c2nc(NC(=O)C3CCN(c4nc5ccccc5o4)CC3)sc2C)cc1	-0.4%	3.5	-7.0%	?	-16.8%	-43.7%	0.9%	0.6%	11.6µM*	15.2%	-94.6%[inhibitor]
CCCCN1C(Nc2ccccc2)=NC[C@@H]1CC(C)C	-1.8%	1.5	-2.1%	.	-2.5%	.	-0.3%	9.2%	-3.8%	-12.3%	-7.3%
COc1cc(/C=C/C(=O)OCC(=O)NCCN2C(=O)CSC2=O)ccc1OCC#N	1.0%	-1.2	-0.2%	.	0.7%	.	-2.2%	4.1%	4.1%	3.1%	1.8%
O=C(CSc1ncnc2c1sc1ccccc12)Nc1ccc(Br)cc1	-0.6%	-0.8	-1.0%	-12.2%	5.9%	-5.0%	-1.4%	4.5%	2.4%	0.9%	-19.7%
O=C(CCc1nnc(Cc2ccc3c(c2)OCO3)o1)NCc1nc2ccccc2s1	-1.3%	-0.8	-6.7%	-2.6%	4.3%	-12.9%	0.5%	-4.1%	?	-1.2%	-16.6%
O=C(NNC(=O)c1cccnc1)Nc1ccccc1	-4.9%	-4.4	-2.2%	0.0%	2.1%	-2.5%	2.5%	-1.8%	17.2%	-0.6%	-2.0%
O=C(O)C(O)c1ccco1 (stereo not given)	1.4%	-1.2	-0.1%	1.0%	-0.4%	-4.0%	0.5%	4.78µM*	13.8%	-2.3%	1.6%
Cc1[nH]n(-c2ccc(Cl)cc2)c(=O)c1C(=O)c1ccccc1	-18.3%	2.6	0.5%	-25.1%	-9.8%	?	-1.6%	-0.2%	-4.2%	3.4%	-79.9%
O=c1oc2ccc(Cl)cc2cc1-c1ccccc1	4.1%	-4.0	15.2%	3.4%	9.4%	-3.8%	12.5%	-1.7%	4.4%	10.9%	20.0%
C=CCNC(=O)C1COc2ccccc2O1 (stereo not given)	0.6%	-1.9	-9.0%	-5.4%	0.5%	10.0%	-3.9%	-1.8%	-3.7%	4.8%	0.0%
O=C(NCC1COc2ccccc2O1)C1C2C=CC3(CN(Cc4ccccc4Cl)C(=O)C13)O2 (stereo not given)	6.7%	0.3	-1.1%	3.6%	-4.2%	?	-1.5%	-1.6%	-17.7%	-10.1%	0.0%
CCN(CC(=O)Nc1ccccc1C(F)(F)F)C(=O)CN1C(=O)NC2(CCCCC2)C1=O	-1.0%	0.6	0.0%	.	1.2%	.	1.5%	1.7%	8.2%	-0.6%	-2.7%
CCOC(=O)C(NC(=O)c1ccc(F)cc1)(Nc1nnc(C)s1)C(F)(F)F (stereo not given)	-0.7%	1.3	0.2%	-0.9%	-4.7%	-0.9%	-1.1%	4.4%	1.7%	-2.4%	12.3%
Cc1ccc(S(=O)(=O)N2CCN(C(=O)N3CCOCC3)C2c2ccc(N(C)C)cc2)cc1 (stereo not given)	-2.0%	-3.6	0.9%	4.2%[0.365 µM]	1.0%	3.6%	-0.8%	-0.5%	7.6%	-7.0%	3.2%
C=CCOC(=O)C1=C(C)NC(SCC(=O)Nc2nccs2)=C(C#N)C1c1ccc(Cl)cc1 (stereo not given)	2.5%	2.1	-6.9%	?	-14.2%	11.2µM*	8.7%	-2.8%	?	-10.6%	-58.8%
COc1cccc(-c2noc(-c3ccc(Cl)nc3)n2)c1	?	5.1	3.55µM*	-3.6%	?	7.0%	?	0.9%	?	?	-13.2%
NC(=O)N\N=C/C=C/C=C/c1ccc(F)cc1	2.8%	?	0.0%	-6.8%	2.8%	7.7%	3.3%	0.9%	-2.2%	4.7%	1.9%
CCOC(=O)c1ccc(NC2=CC(=O)C(=O)c3ccccc32)cc1	-1.8%	-1.3	20.2%	?	-5.9%	?	8.5%	0.5%	-5.8%	-7.8%	-99.3%[inhibitor]
COc1ccccc1N1CCN(/N=C/c2cc(OC)c(OC)c(OC)c2)CC1	2.4%	4.5	-2.5%	-11.7%	-1.1%	22.4%	-3.2%	-3.7%	-0.6%	13.6%	54.9%
Cc1ccc(S(=O)(=O)NCc2ccco2)cc1C	8.2%	14.3	-2.6%	14.3%	4.5%	25.1%	0.2%	5.6%	0.3%	3.4%	5.7%
CCC(=O)N1CCN(c2ccccc2NC(=O)c2ccc([N+](=O)[O-])o2)CC1	6.0%	-0.3	0.0%	?	-10.0%	?	-0.8%	0.8%	?	?	-83.9%
COc1cc(C(=O)NNC(=O)c2cc(=O)[nH]c3ccccc23)cc(OC)c1OC	4.0%	-1.1	-0.4%	.	0.8%	.	-4.7%	-0.4%	-10.0%	-0.9%	3.7%
O=S(=O)(c1ccc(Cl)c(Cl)c1)N1CCc2nc3ccccc3n2CC1	-0.4%	22.5	-0.3%	-1.3%	-0.2%	25.4%	-5.7%	-5.1%	12.4%	1.7%	-11.0%
O=C(CCN1C(=O)c2cccc3cccc(c23)C1=O)N1CCOCC1	-15.7%	6.2	29.2%	-2.0%[10 µM]	?	-4.1%	?	-3.4%	?	18.6%	12.6µM*

5 compounds picked at random from the list so far, as already listed:
SMILES	FLuc counter	TRPV1 agonist	NPC1 promoter act	Gal4-VP16 FLuc	ELG1 genotoxic	RORg inh	Rab9 promoter act	Tb PFK inh	ELG1 DNA repair	p53 reactivation	BRCA1 expr act
C=CCOC(=O)C1=C(C)NC(SCC(=O)Nc2nccs2)=C(C#N)C1c1ccc(Cl)cc1 (stereo not given)	2.5%	2.1	-6.9%	?	-14.2%	11.2µM*	8.7%	-2.8%	?	-10.6%	-58.8%
CCOC(=O)C(NC(=O)c1ccc(F)cc1)(Nc1nnc(C)s1)C(F)(F)F (stereo not given)	-0.7%	1.3	0.2%	-0.9%	-4.7%	-0.9%	-1.1%	4.4%	1.7%	-2.4%	12.3%
COc1cccc(-c2noc(-c3ccc(Cl)nc3)n2)c1	?	5.1	3.55µM*	-3.6%	?	7.0%	?	0.9%	?	?	-13.2%
Cc1ccc(S(=O)(=O)NCc2ccco2)cc1C	8.2%	14.3	-2.6%	14.3%	4.5%	25.1%	0.2%	5.6%	0.3%	3.4%	5.7%
COc1ccccc1N1CCN(/N=C/c2cc(OC)c(OC)c(OC)c2)CC1	2.4%	4.5	-2.5%	-11.7%	-1.1%	22.4%	-3.2%	-3.7%	-0.6%	13.6%	54.9%

Carrying on:
SMILES	FLuc counter	TRPV1 agonist	NPC1 promoter act	Gal4-VP16 FLuc	ELG1 genotoxic	RORg inh	Rab9 promoter act	Tb PFK inh	ELG1 DNA repair	p53 reactivation	BRCA1 expr act
CCOc1ccc(Nc2nc(Cc3nnc(SCC(=O)c4ccc(C)c(C)c4)o3)cs2)cc1	-16.5%	-3.6	8.4%	5.1%	-17.1%	?	-2.4%	1.6%	23.1µM*	1.4%	-57.4%
Cc1ccc(S(=O)(=O)N2CCN(C(=O)c3n[nH]c(=O)c4ccccc34)CC2)cc1	-2.6%	-7.7	-2.1%	-6.8%	-1.7%	-3.8%	-2.2%	-1.7%	?	?	26.0%
CC(C)(C)c1ccc(NC(=S)NCc2cccs2)cc1	?	?	3.3%	10µM*	-2.1%	7.08µM*	18.9%	-0.6%	25.0%	?	6.2%
Cn1c(=O)c2c(nc(NCCNC(=O)c3ccco3)n2Cc2ccc(Cl)cc2Cl)n(C)c1=O	2.0%	-2.9	-0.5%	-0.2%	2.0%	2.4%	-6.4%	2.0%	?	21.5%	-36.9%
CCOC(=O)/C=c1\s/c(=C\c2ccc3cc(OC)ccc3c2)c(=O)n1CC(=O)NCc1ccc2c(c1)OCO2	-0.7%	0.5	-4.9%	0.7%	?	-10.5%	-9.9%	-4.3%	?	1.7%	-5.7%
CC(C)CC(=O)Nc1sc2c(c1C#N)CC(C)(C)NC2(C)C	-0.8%	-0.4	0.9%	-10.0%	2.5%	?	0.2%	11.0%	-8.7%	3.6%	-18.5%
COc1ccc(CC(=O)Nc2ccc(S(=O)(=O)Nc3nccs3)cc2)cc1	0.6%	-0.1	-1.9%	-2.4%	13.1%	11.2%	1.0%	?	6.9%	3.6%	0.1%
C(=N\Nc1nc(-c2cccnc2)nc2ccccc12)/c1ccccc1	1.35µM*	16.3	14.2%	-9.6%	-3.5%	?	18.6%	1.2%	?	-0.1%	-4.2%
